Source: PubChem
CHT PAM: human CHT allosteric activation. Q9GZV3. CHT-expressing cells, membrane potential dye, choline EC20; active compounds read high; LV-AA mutant CHT in HEK293 cells. B-score at 10 µM. hit rate 0.49% among 310,000;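 active means initial fluorescence not abnormally high and integrated response B-score, plate-corrected, over 3 SD above library mean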
Target sequence (Q9GZV3 whole entry, looked up): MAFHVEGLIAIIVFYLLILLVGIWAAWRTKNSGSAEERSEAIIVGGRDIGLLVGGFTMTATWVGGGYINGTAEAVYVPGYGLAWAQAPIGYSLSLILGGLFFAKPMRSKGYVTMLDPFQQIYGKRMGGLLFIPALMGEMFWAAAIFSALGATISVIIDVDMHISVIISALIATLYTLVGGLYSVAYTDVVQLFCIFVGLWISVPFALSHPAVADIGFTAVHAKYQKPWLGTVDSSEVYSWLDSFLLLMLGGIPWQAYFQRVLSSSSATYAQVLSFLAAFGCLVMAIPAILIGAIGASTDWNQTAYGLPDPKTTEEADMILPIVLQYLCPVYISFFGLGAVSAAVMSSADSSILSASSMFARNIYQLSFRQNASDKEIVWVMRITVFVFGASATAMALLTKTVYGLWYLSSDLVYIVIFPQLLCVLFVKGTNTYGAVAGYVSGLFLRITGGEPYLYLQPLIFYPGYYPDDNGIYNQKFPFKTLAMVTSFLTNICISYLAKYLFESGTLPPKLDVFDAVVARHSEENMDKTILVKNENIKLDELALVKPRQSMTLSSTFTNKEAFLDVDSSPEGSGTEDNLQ
CHT inh: human CHT choline transport inhibition. CHT-expressing cells, membrane potential dye, choline response; active compounds read low. B-score at 10 µM. hit rate 0.86% among 310,000. AID 488975;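 active means B-score over 3 SD under the library average, and starting fluorescence ratio not unusually high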;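 further: choline stimulus applied at its EC90 after an EC20 pre-addition; B-score computed on integrated fluorescence ratio after choline addition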
An asterisk follows results filed as active; i = inactive. Outcome played no part in choosing rows (roughly 1.4% active in at least one column).

SMILES	CHT PAM	CHT inh
CCCCC1=NN(C(=O)c2ccncc2)C(O)(C(F)(F)F)C1 (stereo not given)	i	i
CCc1nnc(NC(=O)CSCc2cc(=O)n3nc(C)sc3n2)s1	i	i
COc1ccccc1OC(=O)CN1C(=O)c2ccccc2C1=O	i	i
COCCNc1oc(COc2cccc(C)c2)nc1C#N	i	i
O=C(N/N=C/c1ccc(OC(=O)c2ccco2)cc1)c1ccccn1	i	i
O=C(CNC(=O)c1cccs1)NCCN1CCN(Cc2ccccc2)CC1	i	i
COc1ccc(NC(=O)C2CCC(CNc3c(N4CCCCC4)c(=O)c3=O)CC2)c(OC)c1 (stereo not given)	i	i
Cn1c(SCc2n[nH]c(=S)o2)nnc1-c1ccccc1	i	i
CN1C(=O)C(=O)/C(=C(/O)c2ccccc2)C1c1ccc([N+](=O)[O-])cc1 (stereo not given)	i	i
CCOc1ccc(CCNC(=O)Cc2ccc(NC(=O)C3=C(C)OCCS3)cc2)cc1	i	i
Nc1c(S(=O)(=O)c2cccs2)c2nc3ccccc3nc2n1CC1CCCO1 (stereo not given)	i	i
CCOc1ncccc1C(=O)OCC(=O)NCc1ccc2c(c1)OCO2	i	i
Cc1cc(=O)[nH]c2c(C)cc(S(=O)(=O)N3CCOCC3)cc12	i	i
CC(C)(C)OC(=O)N[C@@H](Cc1ccccc1)C(=O)N1CCC(C(=O)NCC(=O)O)CC1	i	i
Cc1ccc(S(=O)(=O)N2CCCCC2)cc1NC(=O)COC(=O)C1CC2C=CC1C2 (stereo not given)	i	i
Cc1ccc(C(=O)N/C(=C\c2ccco2)C(=O)N2CCSCC2)cc1C	i	i
CCCOc1ccc(C(C)=O)cc1Cc1c(O)nc(SC)[nH]c1=O	i	i
CCC(C(=O)N1CCN(C(=O)c2ccco2)CC1)n1sc2ccccc2c1=O (stereo not given)	i	i
Cc1ccc(S(=O)(=O)CC(=O)N2CCOCC2)cc1	i	i
COC(=O)c1sc2nc(C)nc(SCC(=O)C(C)(C)C)c2c1C	i	i
COc1ccc(C(CCN2CCCC2)c2c(OC)cc(OC)c3c(-c4ccccc4)cc(=O)oc23)cc1 (stereo not given)	i	-5.18*
CCNC(=S)NCc1ccc(Cl)cc1	i	i
Cc1ccc2nc(N3CCN(C)CC3)c(C=O)c(=O)n2c1	i	i
CCCCNC(=S)Nc1ccccc1Cc1ccccc1	i	i
COc1ccc(-c2cc(C(=O)Nc3nc4c(C)cccc4s3)c3ccccc3n2)cc1OC	i	i
Cc1ccc(S(=O)(=O)CCSc2nccn2C)cc1	i	i
CC(=O)Cc1nsc(Nc2cccc(C)c2)n1	i	i
COc1ccc(CCNc2ccncn2)cc1OC	i	i
COCCCNC(=S)N1CCCC(c2nc3cc(C)c(C)cc3[nH]2)C1 (stereo not given)	i	i
O=[N+]([O-])c1cccc(-c2nnc(CNC3CC3)o2)c1	i	i
O=C(C1=COCCO1)N1CCN(S(=O)(=O)c2cccc(Cl)c2Cl)CC1	i	i
Cc1ccc(C2=C/C(=C/c3cccs3)C(=O)O2)cc1	i	i
Cc1nc(SCc2ccc([N+](=O)[O-])cc2)nc2ccccc12	i	i
COc1ccc(NC(=O)NCCC2=CCCCC2)cc1	i	i
CCOC(=O)c1c(CN2CCCCC2)n(C)c2cc(Br)c(O)c(CN(C)C)c12	10.6*	i
COc1cc(CNC2CCCCCCC2)cc(Br)c1OCC#N	i	i
COc1cccc(Nc2ncc(C(=O)O)c3ccccc23)c1	i	i
O=C(c1cc(COc2ccc(F)cc2Cl)on1)N1CCN(C2CCCC2)CC1	i	i
CSc1nc(-c2ccco2)nn1C(=O)Cc1ccccc1	i	i
COC(CNc1nc(SC)nc2sc3c(c12)CCN(C)C3)OC	i	i
CCOc1ccc2nc(SCC(=O)N(CCOC)c3c(N)n(Cc4ccccc4)c(=O)[nH]c3=O)[nH]c2c1	i	i
Cc1ccccc1-c1nnn(CC(=O)Nc2ccc3c(c2)OCO3)n1	i	i
COc1ccc(C(NC(C)=O)c2ccc3cccnc3c2O)c(OC)c1 (stereo not given)	i	i
O=C(O)/C=C/c1cn(Cc2ccccc2)nc1-c1cccnc1	i	i
Cc1ccc(NCCC(=O)c2cccs2)cc1Cl	i	i
CC(C)CCN1CCN(Cc2ccc(Sc3nncn3C)o2)CC1CCO (stereo not given)	i	i
COc1ccc(C(=O)NNC(=O)C2CC=CCC2)cc1 (stereo not given)	i	i
CC(C)c1ccc(NC2=CC(=O)CC(C)(C)C2)cc1	i	i
O=C1C2CCCCN2C(=O)N1CCCCN1CCN(c2ccc(F)cc2)CC1 (stereo not given)	i	i
COCCCNC(=S)NNC(=O)c1cc(C2CC2)nc2ccccc12	i	i
Cc1oc2nc(SCCCC(=O)NCCO)nc(N)c2c1C	i	i
O=c1[nH]nc(-c2ccc(F)cc2)cc1-c1ccccc1	i	i
Nc1c(C(=O)NCc2ccc3c(c2)OCO3)nnn1CC(=O)Nc1ccc(Br)cc1	i	i
CCc1cc2c(C)cc(=O)oc2cc1OC(=O)C1CCCN1C(=O)OC(C)(C)C (stereo not given)	i	i
OC(COc1ccc(OCc2ccccc2)cc1)CN1CCOCC1 (stereo not given)	i	i
Cc1cc(NC(=O)CCC(=O)N(c2ccc(F)cc2)C(C(=O)NC2CCCC2)c2cccnc2)no1 (stereo not given)	i	i
C=C1CCN([C@@H](CC(C)C)C(=O)NN2CCOCC2)S(=O)(=O)c2ccccc21	i	i
O=C(O)c1cccc(CN2C(=O)S/C(=C/c3cccc([N+](=O)[O-])c3)C2=O)c1	i	i
Cc1ccccc1NC(=O)N1CCC(NC(=O)C2CCCCC2)CC1	i	i
O=C(CN1C(=O)NC2(CCCCCC2)C1=O)c1ccccc1	i	i

Additional results
SMILES	CHT PAM	CHT inh
Cc1[nH]c2ccccc2c1C(=O)C(=O)N1CCCc2ccccc21	i	i
Cc1cccc2sc(NNC(=O)c3cc(=O)c4ccccc4o3)nc12	i	i
CCOc1cc(/C=C2/NC(=O)N(CC(=O)Nc3cccc(C)c3)C2=O)ccc1OCC(N)=O	i	i
Clc1cccc(-c2nnc(-c3ccno3)o2)c1	i	i
O=C(NNC(=S)Nc1ccccc1C(F)(F)F)C1CC1	i	i
O=[N+]([O-])c1ccccc1CN1CCN(S(=O)(=O)Cc2ccccc2)CC1	i	i
CSc1ccc(C(=O)N2CCC(CCC(=O)NC3CC3)CC2)cc1	i	i
CC(=O)Oc1ccc(/C=C2/C(=O)N(c3ccccc3)N=C2C)cc1	i	i
CC(=O)Nc1nnc(SCC(=O)N2CCc3ccccc32)s1	i	i
COc1ccc(C)cc1S(=O)(=O)NC1CC1	i	i
O=C(N/N=C/c1ccccc1O)C1CC(=O)N(c2ccc(Cl)cc2)C1 (stereo not given)	i	i
Fc1ccccc1NC(=S)Nc1ccc(Br)cc1	i	i
COc1ccc(-c2csc(NC(=O)CN3C(=O)C4CCCCC4C3=O)n2)c(OC)c1 (stereo not given)	i	i
Cc1cc(OCc2n[nH]c(=S)n2-c2ccccc2)ccc1Cl	i	i
CC(C)(CCl)C(=O)Nc1ccc(C(F)(F)F)cc1	i	i
Cc1cc(C)c(C(=O)Cn2nc(C)c([N+](=O)[O-])c2C)cc1C	i	i
CCCN(CC(=O)Nc1ccccc1OC)C(=O)c1cc2ccccc2o1	i	i
CCN(CC)CCn1c2c(c(SCC(=O)Nc3cccc4ccccc34)nc1=O)CCC2	i	i
COc1ccc(Cc2nnc(NC(=O)Nc3ccccc3F)s2)cc1	i	i
CC(=O)c1ccc(NC(=O)C(C)OC(=O)c2ccc(NS(=O)(=O)c3ccc(F)c(F)c3)cc2)cc1 (stereo not given)	i	i
CC(C)Cc1cc(C(=O)Nc2ccc(Br)cc2)no1	i	i
COc1ccc2cc(CCNC(=O)C(C)C)c(=O)[nH]c2c1	i	i
CC1CCN(C(=O)c2cc3ccccc3c(=O)o2)CC1	i	i
CC1CCN(C(=O)CSCC(=O)O)CC1	i	i
CCCN1CCc2c(sc(NC(=O)c3ccc(S(=O)(=O)N(C)c4ccccc4)cc3)c2C(N)=O)C1	i	i
Cc1cc2c(c(=O)o1)C(c1ccc([N+](=O)[O-])o1)C(C#N)=C(N)O2 (stereo not given)	i	i
O=C1NC2=C(C(=O)CCC2)C(c2ccc(OC(F)F)cc2)N1 (stereo not given)	i	i
Cc1ccc(S(=O)(=O)c2c(C)cc(C)[nH]c2=O)c(C)c1	i	i
CC(=O)Nc1ccc(S(=O)(=O)N(Cc2ccccc2)c2ccccc2F)cc1	i	i
Fc1ccc(NC(=S)N2CCCN(c3ccc(C(F)(F)F)cn3)CC2)c(F)c1	i	i
CCC(c1nnnn1Cc1ccco1)N(CCc1ccccc1)Cc1cc2cccc(C)c2[nH]c1=O (stereo not given)	i	i
COc1ccc(NS(=O)(=O)c2ccc(C)c(C(=O)N(C)Cc3ccc(C)cc3)c2)cc1	i	i
C=CCN(C#N)c1nc(OC)nc(N2CCCC2)n1	i	i
COc1ccccc1Nc1cc(C(=O)NCCCN2CCOCC2)c2ccccc2n1	i	i
COC(=O)Cc1cc(=O)[nH]c(/N=C(\N)Nc2ccccc2C)n1	i	i
O=c1nc(C(F)(F)F)nc2ccccn12	i	i
Cc1csc(C(=O)O)c1NC(=O)c1c(Cl)cccc1Cl	i	i
Cc1ccc(-c2nc3cnccn3c2Nc2ccccc2)o1	i	i
CCc1cccc(CC)c1NC(=S)Nc1ccccc1	i	i
O=C1NCCN(C(=O)CCc2nnc(-c3ccsc3)o2)C1c1ccc(F)cc1 (stereo not given)	i	i

Structures above that have fluorine:
SMILES	CHT PAM	CHT inh
CCCCC1=NN(C(=O)c2ccncc2)C(O)(C(F)(F)F)C1 (stereo not given)	i	i
O=C(c1cc(COc2ccc(F)cc2Cl)on1)N1CCN(C2CCCC2)CC1	i	i
O=C1C2CCCCN2C(=O)N1CCCCN1CCN(c2ccc(F)cc2)CC1 (stereo not given)	i	i
O=c1[nH]nc(-c2ccc(F)cc2)cc1-c1ccccc1	i	i
Cc1cc(NC(=O)CCC(=O)N(c2ccc(F)cc2)C(C(=O)NC2CCCC2)c2cccnc2)no1 (stereo not given)	i	i
O=C(NNC(=S)Nc1ccccc1C(F)(F)F)C1CC1	i	i
Fc1ccccc1NC(=S)Nc1ccc(Br)cc1	i	i
CC(C)(CCl)C(=O)Nc1ccc(C(F)(F)F)cc1	i	i
COc1ccc(Cc2nnc(NC(=O)Nc3ccccc3F)s2)cc1	i	i
CC(=O)c1ccc(NC(=O)C(C)OC(=O)c2ccc(NS(=O)(=O)c3ccc(F)c(F)c3)cc2)cc1 (stereo not given)	i	i
O=C1NC2=C(C(=O)CCC2)C(c2ccc(OC(F)F)cc2)N1 (stereo not given)	i	i
CC(=O)Nc1ccc(S(=O)(=O)N(Cc2ccccc2)c2ccccc2F)cc1	i	i
Fc1ccc(NC(=S)N2CCCN(c3ccc(C(F)(F)F)cn3)CC2)c(F)c1	i	i
O=c1nc(C(F)(F)F)nc2ccccn12	i	i
O=C1NCCN(C(=O)CCc2nnc(-c3ccsc3)o2)C1c1ccc(F)cc1 (stereo not given)	i	i

The list goes on.
SMILES	CHT PAM	CHT inh
O=C(Nc1nccs1)c1ccc(-c2ccccc2[N+](=O)[O-])o1	i	i
COC(=O)C(C)Oc1ccc(-c2nccc(-c3cccs3)n2)cc1 (stereo not given)	i	i
CC(=O)NCC(=O)N(c1ccccc1)C1(C(=O)NC2CCCCC2)CCCCC1	i	i
O=C(O)CN1C(=O)c2ccc(C(=O)c3ccccc3)cc2C1=O	i	i
CCC(C)N(C(=O)c1csnn1)C(C(=O)NC1CCCC1)c1c(F)cccc1Cl (stereo not given)	i	i
Cc1ccc(NC(=O)c2ccc(C)cc2)cc1	i	i
C[C@@H](CSc1ccccc1)CN1CC[C@H](NC(=O)OCc2ccccc2)CCC1=O	i	i
COc1ccccc1C(=O)NCCN1CCN(C(=O)c2ccccc2OC)CC1	i	i
CCCCCCn1cc(C(=O)O)c(=O)c2ccccc21	i	i
COc1ccc(CCn2c(=O)[nH]c3cc(C(=O)NCCN4CCOCC4)ccc3c2=O)cc1OC	i	i
Cc1cc(S(=O)(=O)NCCCn2ccnc2)c(C)cc1Cl	i	i
O=c1cc(CN2CCOCC2)c2cc(Cl)ccc2o1	i	i
COc1ccc(Br)cc1Cn1nnc(C(=O)Nc2ccc3c(c2)OCCO3)c1N	i	i
O=C(COC(=O)c1ccc(F)cc1)NCCc1ccc(F)cc1	i	i
CC(=O)Nc1ccc(NC(=O)c2sc3nc4n(c(=O)c3c2C)CCCCC4)cc1	i	i
COc1ccc(N=C2SC(C(N)=O)CC(=O)N2CCc2ccc(OC)c(OC)c2)cc1 (stereo not given)	i	i
O=C(O)c1nccnc1C(=O)N1CCN(c2ccccc2)CC1	i	i
COc1ccc(/C=N/OCC(=O)N=Nc2c(O)[nH]c3ccc(Br)cc23)cc1	i	i
COc1ccc(C2C(C#N)=C(C)NC3=C2S(=O)(=O)c2ccccc23)cc1 (stereo not given)	i	i
O=C(CSc1nncn1-c1ccccc1)Nc1ccc(F)cc1F	i	i

2 compounds drawn at random from those above, as already listed:
SMILES	CHT PAM	CHT inh
Cc1ccc(NC(=O)c2ccc(C)cc2)cc1	i	i
CCC(C)N(C(=O)c1csnn1)C(C(=O)NC1CCCC1)c1c(F)cccc1Cl (stereo not given)	i	i

(continued)
SMILES	CHT PAM	CHT inh
CCc1ccc2oc(-c3ccc(NC(C)=O)cc3)nc2c1	i	i
C=CCN1C(=O)CN=C1Nc1ccc(OC)cc1OC	i	i
Cc1ccc(NC(=O)NNC(=O)c2cc3ccccc3cc2O)cc1	i	i
COc1cc(NC(=O)C(C)C)ccc1NC(=O)c1cc2ccccc2o1	i	i
COc1ccc2nc(NC(=O)c3ccc([N+](=O)[O-])o3)sc2c1	i	i
Cc1onc(-c2c(Cl)cccc2Cl)c1C(=O)N=S(C)(=O)c1ccccc1 (stereo not given)	i	i
O=Cc1c(N2CCCCC2)nc2ccccn2c1=O	i	i
Cc1cc(C(=O)OCC(=O)c2cccc([N+](=O)[O-])c2)c2cccc(C)c2n1	i	i
CC1CCC(NC(=O)CCCn2sc3ccccc3c2=O)CC1 (stereo not given)	8.7*	i
N#CCC(=O)Nn1c(=S)[nH]c2ccccc2c1=O	i	i
O=C(NCCSc1ncc(-c2ccc(F)cc2)[nH]1)c1ccco1	i	i
COc1ccccc1NC(=O)CCN1C(=O)C2C3CCC(C3)C2C1=O (stereo not given)	i	i
